Bioassay records from PubChem.
NTMT1 inh – Primary qHTS for Inhibitors of N-terminal methyltransferase 1 (NTMT1): MTaseGlo Assay. N-terminal Xaa-Pro-Lys N-methyltransferase 1 (Homo sapiens), Q9BV86. Potency, µM (highest dose often 114 µM), for the others: top-dose activity change, negative = inhibition, most hits filed as inhibitors. 2.5% of 59,000 active. NTMT1 MTase-Glo SAH luminescence, purified enzyme;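 further: plate controls were DMSO vehicle for no effect and no enzyme for full effect; nearly all actives have a fitted effect of over 65% in size; many of its hits are not listed in these tables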
Target sequence (Q9BV86 whole entry, looked up): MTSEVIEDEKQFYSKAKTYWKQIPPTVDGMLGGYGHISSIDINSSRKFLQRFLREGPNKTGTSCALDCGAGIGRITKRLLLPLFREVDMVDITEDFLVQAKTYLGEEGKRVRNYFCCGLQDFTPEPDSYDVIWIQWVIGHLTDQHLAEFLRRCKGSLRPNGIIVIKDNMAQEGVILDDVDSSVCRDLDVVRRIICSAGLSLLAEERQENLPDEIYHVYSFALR
FH mod – Identification of activators of human fumarate hydratase by quantitative high-throughput screening; 0.22% of 54,000 active; Potency, µM (highest dose often 79.9 µM), inactives show at the top dose activity change, negative = inhibition, usual class: inhibitors; FH coupled MDH/diaphorase resazurin fluorescence, 15 min; AID 1347055, 2019; further: the screen sought activators but most active calls are inhibition curves; nearly all actives have a fitted effect of over 45% in size
Target sequence (P07954 whole entry, looked up): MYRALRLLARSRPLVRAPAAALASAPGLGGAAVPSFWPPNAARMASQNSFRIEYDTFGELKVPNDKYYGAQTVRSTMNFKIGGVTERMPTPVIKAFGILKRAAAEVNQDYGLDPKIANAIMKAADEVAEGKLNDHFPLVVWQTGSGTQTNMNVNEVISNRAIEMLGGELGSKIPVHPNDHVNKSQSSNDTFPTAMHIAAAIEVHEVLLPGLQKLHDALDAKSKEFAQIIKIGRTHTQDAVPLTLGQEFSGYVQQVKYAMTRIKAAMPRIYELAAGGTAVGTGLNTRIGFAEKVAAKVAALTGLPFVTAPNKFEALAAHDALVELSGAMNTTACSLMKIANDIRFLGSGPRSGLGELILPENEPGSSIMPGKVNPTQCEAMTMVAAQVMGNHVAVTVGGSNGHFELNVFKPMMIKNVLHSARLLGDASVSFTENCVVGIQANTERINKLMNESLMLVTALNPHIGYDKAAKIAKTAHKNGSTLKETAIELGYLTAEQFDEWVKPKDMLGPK
The depositor's hits bear a star; ? = inconclusive; & = joins results of further samples; ! = not confirmed by another sample; [ ] = remark or other dose. The call rests on the fitted dose curve; in most records, active means well fitted curve in the direction sought with a large enough effect; inconclusive means small, poorly fitted or top-dose-only effect, or another doubt; inactive means no such curve, though single readings can be large; an effect the other way counts as inactive or inconclusive. Unless noted, on the % scale 0 is the no-effect control and ±100 the full control effect; potency means the concentration at half of the fitted maximal effect.

Fields – NTMT1 inh	FH mod
- CN1CCN(c2cc(C(=O)Nc3ccc4c(c3)-c3c(c(C(N)=O)nn3-c3ccc(F)cc3)CC4)c(Cl)cn2)CC1
  ?	-5%
- CC(C)C[C@@H](N)[C@H](O)C(=O)N[C@H](C(=O)N[C@H](C(=O)N[C@@H](CC(=O)O)C(=O)O)C(C)C)C(C)C
  -6%[57.5 µM]	4%[53.3 µM]
- COc1cc(C(C)=O)c(OC)c2c1OC(C)(C)C=C2
  -1%[57.5 µM]	1%
- COC(=O)C1=C[C@@H](O)[C@@H](O)[C@H](O[C@@H]2O[C@H](CO)[C@@H](O)[C@H](O)[C@H]2OC(=O)/C=C/c2ccccc2)C1
  16%[29.8 µM]	0%[53.3 µM]
- CN(C)Cc1ccc(-c2nc3cccc4c3n2CCNC4=O)cc1
  ?	7%[53.3 µM]
- CC(=O)NC[C@H]1CN(c2ccc(N3CCN(C(=O)CO)CC3)c(F)c2)C(=O)O1
  ?	-7%
- C=C1[C@H](OC(C)=O)[C@H]2[C@@H](OC(C)=O)C(C)C[C@]2(OC(C)=O)C(=O)[C@H](C)/C=C/C(C)(C)C(=O)[C@H](OC(=O)C(C)C)[C@H]1OC(C)=O (stereo partly specified)
  4%[12.6 µM]	2%[20.6 µM]
- CN(C)CCN(Cc1ccccc1)c1ccccn1
  ?	-1%[53.3 µM]
- Cn1nnc(-c2ccc(-c3ccc(N4C[C@H](COP(=O)(O)O)OC4=O)cc3F)cn2)n1
  4%[57.5 µM]	-7%
- O=C1c2cccc(O)c2C(=O)c2c(O)cc(CO)cc21
  ?	-11%[53.3 µM]
- Cc1cccc(-c2[nH]c(C(C)(C)C)nc2-c2ccc3nccnc3c2)n1
  10%	-21%
- C#CCCCn1cc(-c2cccc3c2N[C@@H](C)CC(=O)N3)cn1
  9%[57.5 µM]	-5%
- C=C1CCC2C(C)(C(=O)OC)CCCC2(C)C1CCC(C)CC(=O)O (stereo unspecified)
  6%[29.8 µM]	0%[53.3 µM]
- O=C(O)C[C@H]1CCC(=O)[C@@H]1C/C=C\CCO
  -11%[57.5 µM]	1%
- O=C1NCCN1CCN1CCC(c2cn(-c3ccc(F)cc3)c3ccc(Cl)cc23)CC1
  ?	-13%[53.3 µM]
- CC(=O)OC1C(O)CC2(C)C(CCC(C)C23Cc2c(O)cc(CO)c(C=O)c2O3)C1(C)C (stereo unspecified)
  6%[29.8 µM]	-1%[53.3 µM]
- C=C1C(=O)O[C@@H]2C3=C(C)CCC[C@]3(C)CC[C@@]12O
  18%[57.5 µM]	-2%
- CCN[C@H]1CN(CCCOC)S(=O)(=O)c2sc(S(N)(=O)=O)cc21
  13%[57.5 µM]	5%[53.3 µM]
- CCOc1cc(N2CCC(O)CC2)ccc1Nc1ncc2c(n1)N(C)c1ccccc1C(=O)N2C
  ?	-5%
- CN1C(=O)C(Cc2c[nH]c3ccccc23)NC1=S (stereo unspecified)
  5%	?
- O=C(NCc1ccccc1)[C@H](Cc1ccccc1)NC(=O)[C@@H]1O[C@@H]1C(=O)NCCc1ccc(O)cc1
  ?	2%[53.3 µM]
- CC(C)(C)CC(C)(C)c1ccc(O)c(-n2nc3ccccc3n2)c1
  4%[57.5 µM]	1%[53.3 µM]
- C#C[C@]1(O)CC[C@H]2[C@H]3CCc4cc(OC)ccc4[C@H]3CC[C@@]21C
  4%[57.5 µM]	-1%[53.3 µM]
- CC1=C2C[C@@]3(C)[C@@H](CCC[C@@H]3C)C[C@@]2(O)OC1=O
  6%[57.5 µM]	-1%
- CC[N+](CC)(CCNC(=O)C(=O)NCC[N+](CC)(CC)Cc1ccccc1Cl)Cc1ccccc1Cl
  -12%[57.5 µM]	-9%[53.3 µM]
- CCN1CCCC(OC(=O)C(c2ccccc2)c2ccccc2)C1 (stereo unspecified)
  -7%[57.5 µM]	2%[53.3 µM]
- COc1ccc2c(c1)O[C@H](O[C@@H]1O[C@H](CO)[C@@H](O)[C@H](O)[C@H]1O)C(=O)N2
  -12%[29.8 µM]	-1%[53.3 µM]
- CC1=C2CC3C(CCC3(C)O)C(C)(O)CC2OC1=O (stereo unspecified)
  3%[57.5 µM]	6%
- O=C1c2c(O)cccc2Cc2cccc(O)c21
  ?	0%[53.3 µM]
- O=c1c(O)c(-c2cc(O)c(O)c(O)c2)oc2cc(O)cc(O)c12
  28µM*!	-26%&1%[53.3 µM]

Looked up by compound from the entries so far, three records:
Fields – NTMT1 inh	FH mod
- COC(=O)C1=C[C@@H](O)[C@@H](O)[C@H](O[C@@H]2O[C@H](CO)[C@@H](O)[C@H](O)[C@H]2OC(=O)/C=C/c2ccccc2)C1
  16%[29.8 µM]	0%[53.3 µM]
- CCOc1cc(N2CCC(O)CC2)ccc1Nc1ncc2c(n1)N(C)c1ccccc1C(=O)N2C
  ?	-5%
- COc1cc(C(C)=O)c(OC)c2c1OC(C)(C)C=C2
  -1%[57.5 µM]	1%

(continued)
Fields – NTMT1 inh	FH mod
- O=C(C1CCCCC1)N1CC(=O)N2CCCc3ccccc3C2C1 (stereo unspecified)
  ?	0%[53.3 µM]
- CC(C)(OC1OC(CO)C(O)C(O)C1O)C1CCC(O)(CO)C2CC(=O)C(C)(O)C2C1 (stereo unspecified)
  11%[29.8 µM]	3%[53.3 µM]
- COc1ccc(C2(O)c3ccccc3NC(=O)C2OC)cc1 (stereo unspecified)
  -4%[57.5 µM]	0%
- C=C(COC(=O)C(O)C(O)CN)C12OC1C1(C)C(=CC2=O)C(O)C(O)CC1C (stereo unspecified)
  -6%[29.8 µM]	0%[53.3 µM]
- CC1C(=O)OCC2=CC[N+]3([O-])CCC(OC(=O)C(C)(O)C1(C)O)C23 (stereo unspecified)
  24%[29.8 µM]	8%[53.3 µM]
- CC(C)C(CO)Nc1nc(Nc2cc(N)cc(Cl)c2)c2ncn(C(C)C)c2n1 (stereo unspecified)
  -1%[57.5 µM]	-9%
- c1cc(-c2cnn3cc(-c4ccc(OCCN5CCCCC5)cc4)cnc23)ccn1
  34µM*!	-5%
- O=C1NC(=O)/C(=C/c2ccc3nccnc3c2)S1
  11%	-19%[53.3 µM]
- COC1CC(=O)C23C(=O)NC(CC(C)C)C2C(C)C(C)=CC3/C=C(\C)CCCC1O (stereo unspecified)
  1%[29.8 µM]	10%[53.3 µM]
- CN(C)CC(=O)N1CCC[C@@H](n2nc(-c3ccc(Oc4ccccc4)cc3)c3c(N)ncnc32)C1
  ?	0%
- COc1cccc(CNC(=O)Nc2nc(-c3ccncc3)cs2)c1
  -9%[57.5 µM]	-2%
- COc1cccc(OC)c1-c1nc(C(=O)N[C@@H](CC(C)C)C(=O)O)cn1-c1ccnc2cc(Cl)ccc12
  1%[57.5 µM]	1%
- COc1cc(F)c(F)c(Nc2ccc(I)cc2F)c1NS(=O)(=O)C1(C[C@H](O)CO)CC1
  ?	-24%
- CN(C(=O)c1cn2c(-c3ccc(C(F)(F)F)cc3)cnc2cn1)c1ccc(C#N)cc1
  -9%	-1%
- CC(=O)O[C@H]1[C@H](O[C@H]2CC[C@]34C[C@]35CC[C@]3(C)[C@@H]([C@@]6(C)CC[C@@H](C(C)(C)O)O6)[C@@H](O)C[C@@]3(C)[C@@H]5C[C@H](O[C@@H]3O[C@H](CO)[C@@H](O)[C@H](O)[C@H]3O)[C@H]4C2(C)C)OC[C@@H](OC(C)=O)[C@@H]1O
  -6%[57.5 µM]	1%
- O=c1[nH]c([C@@H]2CCCN2)nc2c1oc1ccc(Cl)cc12
  25%	14%
- Cn1cncc1[C@@](N)(c1ccc(Cl)cc1)c1ccc2c(c1)c(-c1cccc(Cl)c1)cc(=O)n2C
  22µM*!	-2%[53.3 µM]
- C#CC(C)(CC)OC(=O)c1ccccc1C(=O)O (stereo unspecified)
  21%[57.5 µM]	-10%[53.3 µM]
- COc1cc(OC)cc(-c2ccc3ncc4ccc(=O)n(-c5ccc(N6CCNCC6)c(C(F)(F)F)c5)c4c3c2)c1
  43µM*	-20%[53.3 µM]
- O=C(Nc1ncc([N+](=O)[O-])s1)c1cccs1
  40µM*	0%[53.3 µM]
- COc1ccc(-c2nc(-c3ccc(-c4cccc(Cl)c4)o3)[nH]c2-c2ccc(OC)cc2)cc1
  1%[57.5 µM]	5%
- Nc1nc(-c2ccc(Cl)c(Cl)c2)c(-c2ccncc2)s1
  -24%	6%
- N[C@@H](Cc1ccc(O)cc1)C(=O)O
  16%[12.6 µM]	0%[13.5 µM]
- C/C1=C\CC[C@]2(C)O[C@@H]2[C@H](O)[C@H](C(C)C)[C@H](OC(=O)/C=C/c2ccccc2)C1
  13%[29.8 µM]	-4%[53.3 µM]
- COCC(=O)N1CCc2cc(-c3csc(NC(=O)c4cc(OC)cc(OC)c4)n3)ccc21
  -17%[57.5 µM]	9%
- c1ccc2c(CCNc3ccc(Nc4ccncc4)cc3)c[nH]c2c1
  ?	-1%
- N#Cc1cc(-c2n[nH]c(-c3ccncc3)n2)ccn1
  3%[57.5 µM]	1%
- Cn1c(=O)c(F)c(Nc2ccc(I)cc2F)c2c(=O)n(CC(O)CO)cnc21 (stereo unspecified)
  3%[57.5 µM]	5%
- O=C(CN1C2=NCCN2c2ccccc21)c1ccc(-c2ccccc2)cc1
  3%[57.5 µM]	4%
- CC[C@H](C)n1cc(C)c2c(C(=O)NCc3c(C)cc(C)[nH]c3=O)cc(-c3ccc(N4CCNCC4)nc3)cc21
  -29%	-29%[53.3 µM]

Next results:
compound	NTMT1 inh	FH mod
C=CC(=O)N1CCCC(n2nc(-c3ccc(Oc4ccccc4)cc3)c3c(N)ncnc32)C1 (stereo unspecified)	-7%[57.5 µM]	-5%
CC1=C(/C=C/C(C)=C\C=C\C(C)=C/C(=O)O)C(C)(C)CCC1	-2%[57.5 µM]	0%
O=S(=O)(O)c1ccc2cc(N=Nc3cc(S(=O)(=O)O)c4cccnc4c3O)ccc2c1	?	4%
CC(=O)OC1CCC2(C)C(CCC3(C)C2CC=C2C4CC(C)(C)CCC4(C)CCC23C)C1(C)C(=O)O (stereo unspecified)	-8%[29.8 µM]	-22%[53.3 µM]
CNc1nc(-c2ccc3c(N)n[nH]c3c2)cc(N2C[C@@H](C(=O)NC3CCCCC3)CC[C@@H]2C)n1	9%[57.5 µM]	10%[53.3 µM]
C=C1CCC2[C@](C)(CO)C(O)CC[C@]2(C)C1CC=C1C(=O)OCC1O (stereo partly specified)	-23%	8%
COc1cc([C@@H]2c3cc4c(cc3[C@@H](O[C@@H]3O[C@@H]5CO[C@@H](c6cccs6)O[C@@H]5[C@H](O)[C@@H]3O)[C@H]3COC(=O)[C@H]23)OCO4)cc(OC)c1O	17%[57.5 µM]	7%[53.3 µM]
COc1cc(O)cc2c1C(=O)OC(C)CCCCCCC2 (stereo unspecified)	?	-13%
O=C(Oc1ccccc1)c1cccc(C(=O)Oc2ccccc2)c1	24%	-7%
O=C(O)CC1CCC(c2ccc(-c3ccc(Nc4ccc(C(F)(F)F)nc4)cn3)cc2)CC1 (stereo unspecified)	-1%[57.5 µM]	-3%
O=C1CCC[C@@H]2[C@H]3CCC[N+]4([O-])CCC[C@@H](CN12)[C@@H]34 (stereo partly specified)	-5%&15%[57.5 µM]	-4%
c1ccc(-c2ccc(C(c3ccccc3)n3ccnc3)cc2)cc1 (stereo unspecified)	20%[57.5 µM]	-10%[53.3 µM]
O=C(NOC[C@H](O)CO)c1ccc(F)c(F)c1Nc1ccc(I)cc1F	0%&-2%[57.5 µM]	-1%
COCCCOc1ccnc(CS(=O)c2nc3ccccc3[nH]2)c1C (stereo unspecified)	18µM*!	3%
OCCc1ccc(O[C@@H]2O[C@H](CO)[C@@H](O)[C@H](O)[C@H]2O)c(O)c1	3%[29.8 µM]	-2%[53.3 µM]
NS(=O)(=O)Nc1ncnc(OCCOc2ncc(Br)cn2)c1-c1ccc(Br)cc1	?	2%
COC(=O)[C@@H](O)[C@H]1[C@@]2(C)CC3(O)[C@@H](C(=O)[C@H]2O)[C@]24O[C@]25CC(=O)O[C@@H](c2ccoc2)[C@]5(C)CCC4[C@]13C (stereo partly specified)	5%[29.8 µM]	2%[53.3 µM]
CCC(C)C(=O)O[C@H]1[C@@H](OC(=O)c2ccoc2)C[C@](C)(O)[C@]23OC(C)(C)[C@H](C[C@H](OC(=O)c4ccoc4)[C@]12COC(C)=O)[C@H]3OC(C)=O (stereo partly specified)	15%[12.6 µM]	-1%[20.6 µM]
N[C@@H](C(=O)N[C@@H]1C(=O)N2C(C(=O)O)=C(Cl)CS[C@H]12)c1ccccc1	-3%[57.5 µM]	6%[53.3 µM]
CNCCC(Oc1ccccc1OC)c1ccccc1 (stereo unspecified)	24%[57.5 µM]	-9%&4%[53.3 µM]
CCOc1ccc2nc(S(N)(=O)=O)sc2c1	-4%[57.5 µM]	-1%[53.3 µM]

Profiles from above:
CC(C)(C)CC(C)(C)c1ccc(O)c(-n2nc3ccccc3n2)c1 reads NTMT1 inh: 4%[57.5 µM]; FH mod: 1%[53.3 µM]
COc1ccc(-c2nc(-c3ccc(-c4cccc(Cl)c4)o3)[nH]c2-c2ccc(OC)cc2)cc1 reads NTMT1 inh: 1%[57.5 µM]; FH mod: 5%

Only part of the results is shown. The share of hits here may be higher or lower than overall.
